Glyco luc inh: N-linked glycosylation inhibition | reporter increase, % at 12.5 µM | D54 ERlucT glycosylation luciferase reporter, 24 h; percent of 100 nM tunicamycin response | hit rate 0.23% among 360,000;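 active = mean luciferase reporter signal, scaled so untreated is 0 and the glycosylation-blocking control 100, at or above a set limit in every replicate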;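 also: luciferase carries N-glycosylation sites so blocking glycosylation raises the light; 0% = median of neutral control wells and 100% = median of 100 nM tunicamycin wells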
H9c2 protect: myocardial damage modulation in H9c2 cells | H9c2 cardiomyocytes, H2O2 injury protection, ATPLite, 2 h | AID 588492 | protection from H2O2 cell death, % at 20 µM | hit rate 0.63% among 360,000;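 active = compounds giving at least 50% protection of heart cells from peroxide-induced death in the single-dose screen, raw or plate-pattern-corrected value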;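 also: 0% = DMSO wells with peroxide and 100% = DMSO wells without peroxide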
aDG glyco act: alpha-DG glycosylation activation. activation, % at 10 µM. Pro5-aDG cells, alpha-DG glycosylation AlphaScreen (IIH6); 0% Pro5, 100% B10-LARGE cell signal. hit rate 0.22% among 360,000. AID 624168;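 active = activation of at least 8% versus controls, or a plate z-score of at least 8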;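 also: Pro5 are CHO cells carrying HIG-tagged alpha-DG that lacks glycosylation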
hiPSC survival: enhancers of human iPSC single-cell survival; hiPSC single-cell survival, ATPlite luminescence; 100% = ROCK inhibitor wells, 0% = DMSO; survival enhancement, % at 20 µM; hit rate 0.044% among 360,000; AID 602274; in the data active = survival enhancement above about 18%;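 also: cells exposed to compounds for 16 hours before the ATP read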
PDI turbidity: blocks human protein disulfide isomerase activity; hit rate 0.052% among 350,000; P07237; PDI insulin aggregation turbidity, A650, 90 min; inhibition, % at 10 µM;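 active = mean inhibition across replicates of 30% or more, whatever share of single replicates reach that level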;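 also: absorbance from insulin aggregation driven by PDI reduction with DTT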
Target sequence (P07237 whole entry, looked up): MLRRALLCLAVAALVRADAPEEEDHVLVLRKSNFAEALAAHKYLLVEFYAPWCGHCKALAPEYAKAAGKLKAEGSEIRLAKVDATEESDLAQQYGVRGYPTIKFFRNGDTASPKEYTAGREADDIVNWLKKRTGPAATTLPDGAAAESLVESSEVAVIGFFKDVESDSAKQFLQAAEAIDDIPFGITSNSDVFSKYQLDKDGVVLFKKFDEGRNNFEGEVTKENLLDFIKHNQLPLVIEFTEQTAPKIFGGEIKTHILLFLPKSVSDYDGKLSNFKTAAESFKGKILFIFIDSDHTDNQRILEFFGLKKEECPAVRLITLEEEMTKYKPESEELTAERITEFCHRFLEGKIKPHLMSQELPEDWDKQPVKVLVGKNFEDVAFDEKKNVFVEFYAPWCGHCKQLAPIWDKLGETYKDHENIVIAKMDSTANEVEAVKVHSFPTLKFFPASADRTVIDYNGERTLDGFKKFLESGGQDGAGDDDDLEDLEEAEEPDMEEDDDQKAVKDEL
Vif inh: blocks HIV Vif function. HEK293T cells, Vif self-association by quenched fluorescence, imaging, 24 h. hit rate 0.35% among 340,000. AID 602346. inhibition, % at 7.49 µM; in the data active = inhibition above about 50%, passing the limit was not always enough; also: some results filed as inactive read as strong as hits
m5-HT2A agonist: activates the mouse 5-HT2A serotonin receptor; AID 624169; P35363; activation, % at 7.6 µM; CHO-K1 mHTR2A beta-arrestin complementation, luminescence; percent of 30 µM serotonin response; hit rate 0.66% among 360,000;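 active = activation above a run cutoff, the mean activation of all tested compounds plus 3 SD, cut at about 14% in these data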;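 also: 0% = plate median of compound wells and 100% = 30 µM serotonin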
Target sequence (P35363 whole entry, looked up): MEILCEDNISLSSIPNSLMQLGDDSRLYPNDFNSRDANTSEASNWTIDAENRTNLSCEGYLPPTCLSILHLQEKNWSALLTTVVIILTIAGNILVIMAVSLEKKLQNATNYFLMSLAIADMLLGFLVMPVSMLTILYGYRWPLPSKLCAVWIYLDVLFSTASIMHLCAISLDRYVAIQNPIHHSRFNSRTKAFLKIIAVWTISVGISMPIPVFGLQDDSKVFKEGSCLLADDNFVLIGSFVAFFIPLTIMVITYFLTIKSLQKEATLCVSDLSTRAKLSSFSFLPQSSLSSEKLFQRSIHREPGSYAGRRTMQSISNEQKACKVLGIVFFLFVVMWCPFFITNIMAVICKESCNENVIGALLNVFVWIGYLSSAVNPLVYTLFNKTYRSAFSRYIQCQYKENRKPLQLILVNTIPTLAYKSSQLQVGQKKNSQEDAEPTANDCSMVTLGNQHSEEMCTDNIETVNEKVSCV
CaV13 FRET inh: Disruptors of the CACNA1D IQ motif to Ca2+-dependent inactivation inhibitor domain association, primary screening, Förster resonance energy transfer in intact living … | HEK cells, CFP/YFP FRET ICDI-IQ, plate reader, 10 min; percent FRET-ratio fall versus neutral wells | inhibition, % at 12.3 µM | hit rate 0.098% among 340,000;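 active = mean replicate inhibition of at least 30% and at least 1% of replicates passing that level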;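 also: 0% = median of the neutral control wells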
ABCB6 inh MLPCN: human ABCB6 transporter inhibition. AID 602162. K562-ABCB6 porphyrin accumulation, flow cytometry, 1 h; stronger effect = lower value. fluorescence ratio to DMSO, % at 10 µM. Q9NP58. hit rate 0.19% among 360,000;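 active = fluorescence ratio to DMSO below 75%, the collection mean minus 3 SD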;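 also: signal is porphyrin accumulated inside mitochondria; 100% equals median channel fluorescence of DMSO control wells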
Granule exo inh: blocks lytic granule exocytosis; TALL-104 LAMP-1 surface exposure, flow cytometry; cells stimulated with thapsigargin and PMA; inhibition, % at 10 µM; hit rate 0.66% among 360,000; AID 651702;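 active = inhibition above about 55%, limit read from the data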
* = called active by the depositor; nt = no result given.

The first five records (preview)
SMILES	Glyco luc inh	H9c2 protect	aDG glyco act	hiPSC survival	PDI turbidity	Vif inh	m5-HT2A agonist	CaV13 FRET inh	ABCB6 inh MLPCN	Granule exo inh
Cc1ccc(NC(=O)c2ccc3nc[nH]c3c2)c(O)c1	-1	-15	0.0	-1.0	-3	-6	-2	4	98	-2
Cc1cccc(NS(=O)(=O)c2ccc(C3CCCCC3)cc2)c1	nt	-41	2.1	-2.3	6	nt	0	-5	86	-1
COc1cc(SC)ccc1C(=O)Nc1cccc(S(=O)(=O)NC2=NCCC2)c1	1	-2	-0.1	-0.6	-6	-20	-3	-6	97	0
Cc1cccc2cc(/C=C3\N=C(c4ccccc4)OC3=O)c(N3CCOCC3)nc12	1	12	0.5	2.8	-4	8	1	-3	90	-1
COc1cc(/C=N/NC(=O)CNc2n[nH]c(=O)[nH]c2=O)ccc1OCc1ccccc1	1	-4	0.1	-0.1	27	-2	10	-2	94	0

The listing, repeating the preview:
SMILES	Glyco luc inh	H9c2 protect	aDG glyco act	hiPSC survival	PDI turbidity	Vif inh	m5-HT2A agonist	CaV13 FRET inh	ABCB6 inh MLPCN	Granule exo inh
Cc1ccc(NC(=O)c2ccc3nc[nH]c3c2)c(O)c1	-1	-15	0.0	-1.0	-3	-6	-2	4	98	-2
Cc1cccc(NS(=O)(=O)c2ccc(C3CCCCC3)cc2)c1	nt	-41	2.1	-2.3	6	nt	0	-5	86	-1
COc1cc(SC)ccc1C(=O)Nc1cccc(S(=O)(=O)NC2=NCCC2)c1	1	-2	-0.1	-0.6	-6	-20	-3	-6	97	0
Cc1cccc2cc(/C=C3\N=C(c4ccccc4)OC3=O)c(N3CCOCC3)nc12	1	12	0.5	2.8	-4	8	1	-3	90	-1
COc1cc(/C=N/NC(=O)CNc2n[nH]c(=O)[nH]c2=O)ccc1OCc1ccccc1	1	-4	0.1	-0.1	27	-2	10	-2	94	0
Cc1cccc(NCc2nc(SCC(N)=O)n[nH]2)c1	0	4	0.3	-0.7	-1	1	1	-3	95	2
CCN(CC)CCNC(=O)Cn1ncc2ccccc2c1=O	1	-2	-0.1	-0.7	-4	-6	8	-4	101	5
O=C1c2ccccc2-c2cccc(C(=O)N3CCCCC3)c21	1	0	-0.1	0.3	-5	-2	3	-4	99	7
Oc1ccccc1OCC(O)c1ccccc1 (configuration not stated)	1	-4	-0.1	-0.4	-3	8	7	-3	99	-14
CNC(=S)Nc1ccc(C)cc1	-1	3	0.2	-1.9	-17	-4	-1	-3	96	-1
O=C(CSc1cn(Cc2cccc(F)c2)c2ccccc12)NCc1ccc(F)cc1	-2	-8	0.1	0.5	nt	23	0	-5	85	-1
O=C(NNC(=O)c1ccccc1[N+](=O)[O-])c1ccc(NS(=O)(=O)c2cccs2)cc1	2	9	-0.2	0.1	-5	0	8	-7	96	0
O=C(Nc1ccc(N2CCOCC2)nc1)c1ccccc1Cl	-1	4	-0.2	-0.8	1	5	-6	-5	96	-1
Cc1nn(Cc2ccc(C(=O)Nc3ccc(C(=O)OC(C)C)cc3)o2)c(C)c1Cl	-7	-16	1.0	-0.9	0	-8	2	-8	87	7
CCC1C(=O)NCCN1C(=O)c1ccc2nc(Cc3ccc(OC)cc3)oc2c1 (configuration not stated)	0	-4	-0.3	3.5	3	-2	5	-7	97	-8
CCOc1cc(C(=O)Nc2nnc(S(=O)(=O)N3CCOCC3)s2)cc(OCC)c1OCC	1	-6	-0.6	-0.3	-9	-3	13	-4	100	-1
O=C(O)c1ccc2ccc3ccccc3c2c1	1	1	-0.2	-0.1	-5	7	-6	-18	97	11
CS(=O)(=O)Nc1cccc(NC(=O)c2cccc3c(-c4cccc(C(N)=O)c4)coc23)c1	-2	54*	-0.3	0.5	3	-7	1	-5	89	-5
CCCCC[C@@H]1CCCCC[C@H](O)C[C@H](O)[C@@H](O)/C=C/C(=O)O1	nt	nt	-0.3	0.0	nt	nt	0	-7	118	-1
CC(=O)NC(c1cccc(F)c1)c1nc(-c2csc3ccccc23)cs1 (configuration not stated)	1	4	0.7	7.6	-4	-2	-7	-7	106	1
CC(C)(C)OC(=O)N[C@@H](Cc1ccccc1)C(=O)N1CCC(C(=O)N[C@@H](Cc2c[nH]c3ccccc23)C(=O)O)CC1	1	2	0.0	-0.7	-3	3	-4	-4	96	-8
CCCCC(O)(CCCC)C(=O)NNc1ccccc1	1	-8	0.0	0.5	4	-1	4	-16	101	-2
CCOc1ccc(NC(=O)Nc2cc(C)ccc2F)cc1	1	-10	0.2	-2.3	2	-9	-4	-5	102	1
CC(=O)NCC(=O)N1CCC(n2nccc2NC(=O)CCCc2ccccc2)CC1	2	4	0.0	-0.5	-1	12	2	-5	102	-2
CC(=O)Nc1ccc(NC(=O)COC(=O)c2ccco2)cc1	0	15	-0.5	2.1	-4	-4	2	-2	96	-4
CCOC(=O)C1=CN(c2cccc(F)c2)C=C(C(=O)OCC)C1c1cc(OC)c(O)c([N+](=O)[O-])c1	-5	-3	-0.4	-2.2	-2	nt	-2	-2	102	-4
COc1ccc(CNC(=O)COC(=O)c2cc3ccccc3cc2O)cc1OC	2	-10	0.0	-0.6	-4	4	-9	-6	100	0
COc1ccc(N(C)S(=O)(=O)c2c(C)noc2C)c(OC)c1	2	0	-0.4	-0.9	-10	-4	2	-6	95	-1
O=C(Nc1ccccc1C(=O)O)c1ccc2c(c1)C(=O)N(c1cccc([N+](=O)[O-])c1)C2=O	1	3	-0.1	-0.7	5	-1	3	-19	88	-15
CCCCC(=O)Nc1ccccc1C(=O)OCC(=O)c1ccc2c(c1)OCCO2	-2	-15	0.4	-0.6	8	8	6	-4	105	-6
CC(=O)Nc1cccc(Nc2ccc(C#N)cc2)c1	-1	5	0.0	0.8	nt	-3	3	-5	96	0
Cc1ccc(S(=O)(=O)N(C)C)cc1-n1c(SCC(=O)Nc2ccccc2)nc2ccccc2c1=O	-2	-1	-0.7	1.5	26	3	-4	-7	82	2
O=C(c1snnc1-c1ccccc1)N1CCOCC1	-1	3	0.2	0.6	5	0	3	-5	101	-3
CC1(C(=O)Nc2ccc(Cl)c(Cl)c2)CCN1C(=O)CC1CCCC1 (configuration not stated)	0	-15	-0.2	-3.5	3	nt	-2	-3	99	-4
CC(=O)NC(CC(=O)NNC(=O)C(C)Oc1ccccc1F)c1ccccc1 (configuration not stated)	1	1	-0.1	2.7	-7	7	2	-14	99	9
O=C(Nc1ccc(Cc2ccc(NC(=O)N3CCOCC3)cc2)cc1)N1CCOCC1	0	-2	0.3	3.7	-4	5	6	nt	96	1
CCOC(=O)[C@]12CCC=C1N(Cc1ccc(Cl)cc1Cl)C(=O)[C@H](CC(=O)NCc1ccc(OC)c(OC)c1)C2	nt	nt	0.0	1.0	nt	nt	1	-5	99	5
COc1ccc(C(=O)OCC(=O)NC2CC2)cc1F	-1	-1	-0.1	-1.6	1	-6	5	-5	98	4
COc1ccc(/C=C2/SC(=O)N(CCNC(=O)CC(NC(C)=O)c3ccccc3)C2=O)cc1 (configuration not stated)	1	-4	0.1	-0.5	-2	-12	-4	2	94	0
COc1cccc(C2c3[nH]c4ccccc4c3C[C@H]3C(=O)N(C4CC4)CC(=O)N23)c1 (some centres not stated)	1	-2	0.1	-0.7	-1	10	6	-14	101	-5
Cc1cc(C=NCCO)c(C)n1-c1cc(Cl)ccc1Cl	-5	-10	0.2	0.8	1	-6	0	-7	103	18
O=C(COC(=O)c1ccc2ccccc2n1)Nc1cccc(S(=O)(=O)NC2=NCCCCC2)c1	2	-6	-0.1	-0.4	-17	-5	2	-10	96	0
Cc1coc2cc3oc(=O)c(CCC(=O)N4CCC(C(=O)O)(c5ccccc5)CC4)c(C)c3cc12	4	-1	2.6	-0.3	nt	-2	3	nt	99	-1
Cc1nc(C(F)(F)F)c(C(=O)N/N=C(\N)c2cccnc2)s1	0	-4	0.3	0.4	-1	14	0	0	95	1
Cc1cc(C(=O)COC(=O)C2=COCCO2)c(C)n1-c1cccc(F)c1	-14	-6	0.4	-0.2	2	-3	3	-5	98	3
CN(C(=O)CSc1nnc(-c2ccccc2)c(-c2ccccc2)n1)C1CCS(=O)(=O)C1 (configuration not stated)	1	3	-0.2	0.0	-1	-7	2	-2	95	-7
COc1cc(-c2[nH]ncc2CN(C)Cc2nonc2C)cc(OC)c1OC	5	-3	0.1	0.3	-2	-2	-4	-5	101	0
Cc1cccc(-c2nsc(SCC(=O)NCc3ccc4c(c3)OCO4)n2)c1	1	-5	0.1	1.2	6	-2	1	-4	101	-4
COc1cc(OC)c(C2SCCCS2)cc1OC	0	-6	0.0	0.6	9	2	4	-5	93	1
CCCN1CCN(C(=O)CN2C(=O)CC(C)(C)S(=O)(=O)c3ccccc32)CC1	1	2	-0.1	-0.5	18	7	-2	-5	97	-6
COc1cc(S(=O)(=O)N2CCOCC2)ccc1NC(=O)CSc1n[nH]c(=O)[nH]c1=O	1	2	-0.1	1.2	-3	0	5	-4	96	-3
CCOc1ccccc1N1CCN(Cc2ccco2)CC1	0	2	0.2	-2.0	9	-11	1	-9	101	5
NC(=O)C1CCN(C(=O)C2(NC(=O)Nc3cccc(F)c3)CCCCC2)CC1	1	10	0.0	0.3	-2	-39	-1	-7	101	0
CCOC(=O)C1=C(COC(=O)CCOc2cc(C)ccc2C)NC(=O)NC1C (configuration not stated)	0	1	-0.1	-0.5	3	-1	4	-3	96	13
O=C(NCCC(=O)N1CCCCC1)c1ccccc1Cl	-1	3	-0.4	-0.1	3	-5	0	nt	98	1
Cc1nonc1NC(=O)CSc1nnc(-c2ccoc2C)n1C	0	-3	-0.2	-2.4	3	4	0	-6	88	2
CCn1c(SCC(=O)OCc2ccccc2)nc2c1c(=O)n(C)c(=O)n2C	2	7	0.1	0.9	-4	11	8	-9	93	5
COc1ccc(-c2nnc(SC3CCOC3=O)n2C2CCCCC2)cc1OC (configuration not stated)	2	-3	-0.1	-1.3	-5	nt	0	-9	93	-3
COc1cc(SC)ccc1C(=O)NCCOc1ccc(Cl)cc1	3	-12	0.1	2.6	-1	3	-2	-3	96	-1
CC(=O)c1ccc(NC(=S)NC(=O)/C=C/c2ccccc2)cc1	0	0	-0.1	-0.4	2	4	4	-4	94	-10
The results go on.
SMILES	Glyco luc inh	H9c2 protect	aDG glyco act	hiPSC survival	PDI turbidity	Vif inh	m5-HT2A agonist	CaV13 FRET inh	ABCB6 inh MLPCN	Granule exo inh
CCCOc1ccc(N2C(=O)CC(N3CCC(c4nncn4CC)CC3)C2=O)cc1 (configuration not stated)	0	4	-0.3	-5.1	0	-2	-1	-7	101	6
S=C(c1c[nH]c2ccccc12)N1CCOCC1	1	-5	-0.1	1.2	-2	7	1	-2	95	0
CCCC(=O)c1ccc(-c2ccccc2)cc1	2	-14	0.0	-0.1	-5	nt	-1	-5	96	-3
CSc1ncccc1C(=O)Nc1cccc(S(=O)(=O)N2CCCCCC2)c1	-1	-9	0.1	-0.5	1	13	-4	-3	98	3
COC(=O)CSc1nc(-c2ccccc2)nc2ccc(F)cc12	-2	-2	0.2	4.6	-2	-5	4	-4	95	0
NCC(=O)NCC(=O)NC1(C(=O)O)CCCC1	2	-5	-0.2	5.9	7	8	1	-2	95	0
CCn1cc(Br)c(C(=O)N(C)Cc2ccccc2)n1	-1	2	0.3	-1.8	-1	-3	-1	-17	104	-1
O=C(CSc1ccccc1)N1CCN(S(=O)(=O)c2ccccc2F)CC1	-3	-1	-0.2	-0.4	0	9	5	-3	96	0
Cc1cc(C)c(NC(=O)CS(=O)CC(=O)Nc2ccc(-n3cnnn3)c(C)c2)c(C)c1 (configuration not stated)	2	-2	0.1	0.0	-8	25	1	-3	88	-2
